EBNA-1 inh: blocks EBNA-1 binding to DNA; 300,000 compounds, 0.34% hits; EBNA-1 DNA binding, fluorescence polarization; AID 1950; inhibition, % at 14.8 µM; in the data active = inhibition above about 28%
pPAFAH FP inh: pPAFAH (human) enzyme inhibition; recombinant pPAFAH, FP-rhodamine probe fluorescence polarization; AID 463082; 330,000 compounds, 1.5% hits; Q13093; inhibition, % at 3.39 µM;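 active = inhibition above the mean inhibition across the screen plus 3 SD, cut at about 25% in these data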;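 also: inhibitors block binding of the rhodamine activity-based probe so polarization drops; 0% = enzyme with DMSO and 100% = wells lacking pPAFAH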
Target sequence (Q13093 whole entry, looked up): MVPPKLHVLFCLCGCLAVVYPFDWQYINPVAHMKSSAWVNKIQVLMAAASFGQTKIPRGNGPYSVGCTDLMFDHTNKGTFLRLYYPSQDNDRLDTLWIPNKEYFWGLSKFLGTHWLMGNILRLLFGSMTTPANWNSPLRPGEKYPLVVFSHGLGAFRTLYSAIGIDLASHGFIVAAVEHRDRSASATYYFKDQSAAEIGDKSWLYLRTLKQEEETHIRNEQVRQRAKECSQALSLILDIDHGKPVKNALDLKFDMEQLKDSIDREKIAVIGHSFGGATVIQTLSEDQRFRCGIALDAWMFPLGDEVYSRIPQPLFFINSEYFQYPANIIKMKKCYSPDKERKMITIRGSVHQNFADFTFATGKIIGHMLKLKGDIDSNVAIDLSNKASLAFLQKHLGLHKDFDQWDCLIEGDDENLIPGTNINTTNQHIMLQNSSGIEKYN
PAFAH1B2 FP inh: PAFAH1B2 (human) inhibition; AID 492953; inhibition, % at 3.39 µM; recombinant PAFAH1B2, FP-rhodamine activity probe, fluorescence polarization; 340,000 compounds, 1.2% hits; P68402;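 active = inhibition above the mean of all tested compounds plus 3 SD, cut at about 24% in these data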;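 also: 0% = enzyme with DMSO and 100% = wells lacking PAFAH1B2; many of its hits are not listed in these tables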
LYPLA1 counter: counter-screen for PME1 inhibitors: inhibitors of human LYPLA1; recombinant LYPLA1, FP-Rh probe fluorescence polarization; inhibition, % at 5.9 µM; 320,000 compounds, 0.16% hits; AID 2174;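 active = inhibition above the mean of all tested compounds plus 3 SD, set per campaign, cut at about 14% in these data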;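 also: inhibitors block serine hydrolase probe labeling of LYPLA1 so polarization falls; 0% = enzyme with DMSO and 100% = wells lacking LYPLA1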
Target sequence (O75608 whole entry, looked up): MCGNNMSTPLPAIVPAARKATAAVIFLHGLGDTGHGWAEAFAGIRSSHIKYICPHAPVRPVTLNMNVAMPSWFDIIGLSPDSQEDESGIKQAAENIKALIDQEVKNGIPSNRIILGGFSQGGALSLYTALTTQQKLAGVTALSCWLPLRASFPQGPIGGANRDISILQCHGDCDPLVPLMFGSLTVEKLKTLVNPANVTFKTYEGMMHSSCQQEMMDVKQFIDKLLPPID
PAFAH1B3 FP inh: PAFAH1B3 (human) inhibition; Q15102; recombinant PAFAH1B3, FP-rhodamine probe, fluorescence polarization; inhibition, % at 3.39 µM; 340,000 compounds, 0.28% hits; AID 492972;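 active = inhibition above the screen-wide average of all tested compounds plus 3 SD, cut at about 25% in these data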;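 also: 0% = enzyme with DMSO only and 100% = wells lacking PAFAH1B3 protein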
Target sequence (Q15102 whole entry, looked up): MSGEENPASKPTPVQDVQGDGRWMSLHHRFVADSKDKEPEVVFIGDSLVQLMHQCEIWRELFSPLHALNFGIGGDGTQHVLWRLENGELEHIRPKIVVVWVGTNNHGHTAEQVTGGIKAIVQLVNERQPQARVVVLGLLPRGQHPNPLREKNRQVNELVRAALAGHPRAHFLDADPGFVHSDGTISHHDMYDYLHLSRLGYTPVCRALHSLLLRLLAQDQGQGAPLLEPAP
PREPL inh: inhibitors of human prolyl oligopeptidase-like enzyme PREPL. recombinant PREPL, fluorescence polarization activity-based probe. inhibition, % at 5.96 µM. 320,000 compounds, 0.68% hits. AID 2751. Q4J6C6; in the data active = inhibition above about 43%;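 also: 0% = enzyme with DMSO and 100% = wells lacking enzyme; many of its hits are not listed in these tables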
LYPLA2 counter: blocks human lysophospholipase 2, a PME1 counter-screen; recombinant LYPLA2, FP-Rh probe fluorescence polarization; inhibition, % at 5.9 µM; AID 2177; 320,000 compounds, 0.38% hits; O95372;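 active = inhibition above the screen-wide mean plus 3 SD, limit set per campaign, cut at about 26% in these data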;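 also: 0% = LYPLA2 with DMSO and 100% = wells lacking LYPLA2 enzyme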
PAFAH2 FP inh: inhibitors of human PAFAH2; AID 492956; 340,000 compounds, 0.99% hits; inhibition, % at 3.39 µM; recombinant PAFAH2, FP-rhodamine activity probe, fluorescence polarization;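 active = inhibition above the mean over all tested compounds plus 3 SD, cut at about 30% in these data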;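 also: inhibitors block probe labeling of enzyme so polarization drops; 0% = enzyme with DMSO and 100% = wells lacking PAFAH2 protein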
ZTA DNA inh: ZTA (EBV) inhibition in EBNA-1 counter-screen; inhibition, % at 11 µM; 320,000 compounds, 0.15% hits; P03206; ZTA-DNA binding, fluorescence polarization; in the data active = inhibition above about 33%
Starred values were filed as active, the others as inactive; · = not tested or not shown. Only part of the results is shown (hit frequency here may not be typical).

SMILES	EBNA-1 inh	pPAFAH FP inh	PAFAH1B2 FP inh	LYPLA1 counter	PAFAH1B3 FP inh	PREPL inh	LYPLA2 counter	PAFAH2 FP inh	ZTA DNA inh
NC(=O)c1ccc(-n2nnnc2Oc2ccccc2C(=O)N2CCOCC2)cc1	4	4	1	0	2	13	-5	6	-6
COc1ccc(/C=N/Nc2nnc(Cc3ccccc3)c(=O)[nH]2)cc1	-2	-1	4	-6	9	4	-6	-5	0
COC(=O)c1cc2ccsc2n1Cc1nc(-c2ccc(Cl)cc2)oc1C	9	3	1	1	6	0	0	-5	28
CC(Sc1ncccn1)C(=O)NC1CCCC1 (stereo unspecified)	·	3	6	1	4	1	5	0	7
O=C(COC(=O)/C=C/c1ccccc1)Nc1cccc(Oc2ccccc2)c1	7	-6	-17	-18	-3	-14	-54	36*	-1
Cc1ccc(NC(=O)Cn2cccc2)c(C)c1	9	2	0	0	-8	-3	-3	-14	14
O=C(c1ccc2c(=O)n3c(nc2c1)CCCCC3)N1CCN(c2ccc([N+](=O)[O-])cc2)CC1	7	5	2	7	-1	26	11	-1	0
CC(C)(C)c1ccc(OCCn2ccccc2=O)cc1	-11	9	-4	-4	-8	-7	2	0	-22
COc1ccccc1CNC(=O)C1CCC(=O)N(CCCN2CCCC2=O)C1 (stereo unspecified)	1	7	0	-2	8	-3	1	5	3
O=C1N(CN2CCN(Cc3ccccc3)CC2)c2ccccc2C12OCCCO2	2	3	-3	2	3	2	6	-10	20
COC(=O)C(C)n1cnc2c(nnn2-c2ccccc2)c1=O (stereo unspecified)	-2	6	0	-4	3	1	1	-5	15
COc1ccccc1/C=C1\S/C(=N/NC(=O)c2cccc(Br)c2)NC1=O	7	17	17	0	15	21	2	41*	7
Cc1ccc2c(c1)C(=C(C#N)C#N)C(=O)N2CCN1CCOCC1	-6	3	2	2	5	3	0	-2	-8
Cc1c(CN2CCCC(C)C2)c(O)n(CCO)c(=O)c1C#N (stereo unspecified)	0	2	3	-1	0	1	3	9	11
COc1ccc2ccc(OC)c(/C=N/n3cnnc3)c2c1	2	-5	4	1	-2	13	0	7	0
Cc1ccc(S(=O)(=O)NN=C2CCC(C(C)(C)C)CC2)cc1[N+](=O)[O-] (stereo unspecified)	-10	2	15	0	1	0	1	2	-5
CC1=NCCN1S(=O)(=O)c1ccccc1[N+](=O)[O-]	-1	-3	1	-1	4	8	3	1	-22
O=C(O)C(NS(=O)(=O)c1ccccc1)C(O)c1ccccc1 (stereo unspecified)	-20	0	11	1	10	-1	-2	12	-3
CCCc1nc2sc3c(c2c(=O)n1N)CCC3	-1	2	3	-1	6	-37	-6	-3	-3
COc1ccc(NC(=O)CSc2nnc(NC(C)=O)s2)c([N+](=O)[O-])c1	2	5	2	0	9	2	4	-1	9
COc1ccc2c(c1OC)C(=O)N(c1ccccn1)C2	-4	0	5	3	-5	13	9	-9	-3
c1ccc(-n2ncc3c(NCCN4CCCCC4)ncnc32)cc1	0	-6	0	-3	7	6	-12	0	11
COc1cc(C(=O)Nc2nc3ccc(S(=O)(=O)N4CCOCC4)cc3s2)cc(OC)c1OC	-5	-2	3	-4	-1	-1	4	-17	1
CCOC(=O)CC1(NC(=O)c2cc(COc3cccc(OC)c3)on2)CCCCC1	-13	2	8	-1	7	11	-5	0	-16
O=C(Cn1cc(C(=O)C(F)(F)F)c2ccccc21)Nc1ccccc1F	-1	-2	7	-1	2	-3	-1	5	10
CCOc1cc(NC(=S)NCC2CCCO2)c(OCC)cc1NC(=O)CC(C)C (stereo unspecified)	-3	5	2	3	0	-1	8	8	7
COc1ccc(C2OCC3(CO2)SC(=O)NC3=O)cc1 (stereo unspecified)	-5	3	-7	0	-6	-5	1	-6	-14
COc1ccc(NC(C)=[N+](C)CCNS(=O)(=O)c2ccc(Cl)cc2)cc1	0	2	2	-4	10	-11	-6	1	-5
COc1ccc2nc(NC(=O)C3CC(=O)N(c4ccccc4)C3)sc2c1 (stereo unspecified)	-8	2	-5	-5	2	3	3	3	-16
COc1ccc2c(c1OC)C(=O)N(c1cccc(/C=C/C(=O)O)c1)C2	10	-1	1	0	9	8	2	-1	-1
CCOCCCn1c(SCC(=O)/C(C#N)=C(\C)N)nc2ccccc2c1=O	-2	-6	3	1	0	-3	-5	0	-1
N#CCSc1nc2cc(C(=O)N3CCCC3)ccc2c(=O)n1Cc1ccccc1	0	0	-4	0	3	2	6	-1	-14
Cc1cc(C(=O)NNC(=O)C(C)NS(=O)(=O)c2ccccc2F)c(C)o1 (stereo unspecified)	·	0	0	·	3	20	·	-3	·
Cc1cccc(NC(=O)c2cc3c([nH]c4ccccc43)c(C)n2)c1C	3	4	1	0	12	5	-2	5	0
CCN1CCSc2ccc(C(=O)NCc3cccc(F)c3)cc21	-9	-1	2	0	3	2	4	-4	6
CCOc1ccc(C(=O)NNC2CC(=O)N(Cc3ccc(Cl)cc3)C2=O)cc1OC (stereo unspecified)	-8	9	-3	0	9	7	-2	17	4
CCN(c1ccccc1)S(=O)(=O)c1cnc[nH]1	3	-1	2	-3	3	15	-6	-5	1
O=C(CSc1n[nH]c(=O)n1Cc1ccco1)N1CCOCC1	6	5	·	-1	·	-5	-5	·	-4
COc1ccc(OC)c(-c2cc(C(=O)Nc3c(C)nn(Cc4ccccc4C)c3C)no2)c1	1	0	-3	11	-1	3	64*	-12	-5
CC1=C(C(=O)OCc2ccccc2)C(c2ccccc2Cl)NC(=O)N1C (stereo unspecified)	-3	1	-2	-1	13	7	7	-1	-16

An excerpt of the results above, as a working copy:
SMILES	EBNA-1 inh	pPAFAH FP inh	PAFAH1B2 FP inh	LYPLA1 counter	PAFAH1B3 FP inh	PREPL inh	LYPLA2 counter	PAFAH2 FP inh	ZTA DNA inh
CCN(c1ccccc1)S(=O)(=O)c1cnc[nH]1	3	-1	2	-3	3	15	-6	-5	1
O=C(CSc1n[nH]c(=O)n1Cc1ccco1)N1CCOCC1	6	5	·	-1	·	-5	-5	·	-4
COc1ccc(OC)c(-c2cc(C(=O)Nc3c(C)nn(Cc4ccccc4C)c3C)no2)c1	1	0	-3	11	-1	3	64*	-12	-5
CC1=C(C(=O)OCc2ccccc2)C(c2ccccc2Cl)NC(=O)N1C (stereo unspecified)	-3	1	-2	-1	13	7	7	-1	-16

Additional compounds follow:
SMILES	EBNA-1 inh	pPAFAH FP inh	PAFAH1B2 FP inh	LYPLA1 counter	PAFAH1B3 FP inh	PREPL inh	LYPLA2 counter	PAFAH2 FP inh	ZTA DNA inh
CNC(=O)CCSSCCC(=O)NC	-16	-3	1	2	8	-5	5	4	0
COc1ccc(C)cc1-n1nnnc1SCC(=O)NC(=O)NCc1ccco1	-5	16	1	0	-4	-8	-3	-3	1
CCN(CC)c1ccc(/C=N/n2c(-c3ccccc3Br)n[nH]c2=S)cc1	2	17	9	4	1	9	5	31*	-15
Cc1cc2c3c([nH]c2cc1S(=O)(=O)N1CCC2(CC1)OCCO2)CCCC3=O	0	1	1	-8	-2	1	-4	6	2
CCOC(=O)[C@H]1[C@H]2COc3ccc(Cl)cc3[C@@H]2N2C(=O)CN(Cc3ccc(F)cc3)C(=O)[C@@]12C	·	0	2	0	5	22	-2	0	2
CC(C)(C)c1cc(C(=O)N/N=C/c2ccccc2O)n(-c2ccccc2)n1	6	10	18	-4	-12	12	1	-5	-4
Nc1ccc(CCc2nc3ccccc3o2)cc1	16	2	-5	1	5	24	4	7	5
O=C(NNc1ncccc1Cl)c1c(Cl)cccc1Cl	-2	7	-1	0	3	-3	3	6	3
COc1ccc2c(/C=N/NS(=O)(=O)c3ccc(C)cc3)c[nH]c2c1	-2	6	8	0	6	6	4	4	17
O=C(COC(=O)CC(c1ccccc1)c1ccccc1)Nc1cccc(F)c1	-9	13	5	-4	4	7	-20	77*	-4
O=C(CN1CCCCCC1)NCc1ccccc1	7	2	-5	1	4	5	0	-3	23
O=C(CN1C(=O)C2C3C=CC(C3)C2C1=O)Nc1nc(-c2ccccn2)cs1 (stereo unspecified)	-3	4	3	-6	10	9	4	9	5
COc1ccc(NC(=O)CN(C)S(=O)(=O)c2ccccc2)c([N+](=O)[O-])c1	-10	4	3	2	6	17	6	3	-6
CN(C)/N=C/c1ccc([N+](=O)[O-])cc1[N+](=O)[O-]	4	16	5	0	-3	25	7	10	-17
O=C(C[C@@H]1C/C=C\CCC(=O)OC[C@@H]2CCCN2C1=O)N[C@@H](CO)Cc1ccccc1	·	-1	4	·	16	7	·	11	·
CC(C)S(=O)(=O)c1csc(C(=O)Nc2ccc(F)cc2)c1N	0	0	0	-3	9	3	-3	-3	6
COC(=O)/C(C#N)=C1/SC=C(C)N1c1ccccc1	-8	3	1	2	16	-18	2	7	21
O=C1/C(=C/c2cccc3ccccc23)CCCc2ccccc21	-4	0	-7	-3	7	-1	-9	-15	8
COc1cccc(CC(=O)OC(C)C(=O)Nc2ncc(Cl)cc2Cl)c1 (stereo unspecified)	-1	9	4	0	9	16	-3	-2	3
Cc1c(N=Nc2ccc(O)cc2)c(=O)n(-c2ccccc2)n1C	2	2	6	-3	4	7	6	2	-21
O=C(CSc1nnc(-c2ccncc2)n1-c1ccc(F)cc1)NC(=O)NCc1ccco1	7	8	-1	1	-9	7	-4	13	-1
CC(=O)n1cc([C@@H]2C=C(C(=O)N3CCOCC3)O[C@H](OCCCCO)C2)c2ccccc21	-7	-1	8	1	-5	10	1	-1	-1
OC1(c2ccc(Br)cc2)CCN(Cc2cccc(Br)c2)CC1	1	11	8	2	12	-11	0	-1	3
C=CCc1cccc2ccc(=O)oc12	3	-2	2	2	9	11	0	0	-1
O=C(CSc1ccc2c(c1)OCCO2)Nc1ccc(Cl)cn1	16	0	6	0	26*	-34	2	1	-6
O=C(CN1C(=O)NC(c2ccccc2)(c2ccccc2)C1=O)NCCNCCO	-13	6	0	4	8	7	9	1	-28
O=C(O)CN1C(=O)C2(OCCCO2)c2ccccc21	4	4	0	-5	5	0	3	-2	8
O=C1c2ccccc2C(O)(c2ncc[nH]2)N1C1CCCCC1 (stereo unspecified)	-5	-2	-1	1	-2	-6	0	-5	6
CCOC(=O)c1c(NC(=O)CC2Nc3cc(C)c(C)cc3NC2=O)sc(C)c1C (stereo unspecified)	14	-1	4	-4	4	13	2	-6	-25
Cc1ccc(C(=O)N/C(=C\c2cn(C)c3ccccc23)C(=O)NCCCn2ccnc2)cc1	-8	6	0	-1	7	-1	4	-7	2
O=C(CN1C(=O)NC2(CCCCCCC2)C1=O)Nc1ccc(Br)cc1	·	2	7	2	-1	10	3	-6	5
C=CCOc1c(Br)cc(/C=C2/NC(=S)N(C(C)=O)C2=O)cc1OC	4	3	-5	-2	-2	4	0	9	1
O=C(O)CCn1c(C2CCCCC2)nc2ccccc21	5	3	2	2	5	8	5	11	5
CN(C)S(=O)(=O)N(CC(=O)N1CCC(Cc2ccccc2)CC1)c1ccccc1	10	3	11	0	1	12	4	3	3
Cc1ccc(NC(=O)CN(C)C(=O)COC(=O)c2ccc(Cl)cc2O)cc1	·	5	5	-2	8	-5	3	-5	5
O=C(Oc1ccc2cc(Br)ccc2c1)N1CCCCCC1	-7	-6	·	-12	·	15	-11	·	-7
O=C(/C(=N\O)n1cncn1)c1ccc(Br)cc1Br	22	4	-3	1	0	10	7	-13	-9
COCCCn1cnnc1SC(C)C(=O)Nc1ccc(S(=O)(=O)N2CCOCC2)cc1 (stereo unspecified)	·	3	5	·	9	4	·	1	·
CCOc1ccccc1OCC(=O)Nc1cc(S(=O)(=O)N2CCCCC2)ccc1OC	-6	1	-1	-3	-3	-4	-1	10	-2
